Screening results from PubChem BioAssay.
BRCT PPI red: inhibitors of human BRCA1 BRCT-phosphoprotein interaction (red fluorophore). 0.03% of 75,000 active. P38398. Potency, µM (top dose mostly 76.9 µM), without a hit: at the highest dose activity change, negative = inhibition, actives largely listed as inhibitors. AID 892. BRCT-phosphopeptide binding, red fluorescence polarization; also: % is scaled to controls: 0 for no effect and ±100 for the full control effect
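Rhodamine-labelled pBACH1 10-mer (100 nM) bound to BRCT domain (100 nM) at pH 7.3; compounds incubated 12 min room temperature, polarization read. Free peptide defines full inhibition; unlabelled decapeptide titrated as control.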
ERK AVP inh: blocks ERK signaling stimulated by vasopressin; HEK293-V1b, vasopressin-stimulated pERK AlphaScreen; 0.99% of 72,000 active; Potency, µM (series often up to 57.5 µM), inactives show at the highest dose activity, negative = inhibition, most hits filed as inhibitors; also: potency is read from the fitted curve at half-maximal effect; % is scaled to controls: 0 for no effect and ±100 for the full control effect; nearly all actives have a fitted effect of over 55% in size
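Overnight-seeded V1b-HEK293 cells in 1% FBS got compound, then vasopressin (25 nM final, 5 min, 37C), then lysis buffer. AlphaScreen detection of phospho-ERK; activity normalized to basal and full-stimulation controls.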
Caspase-1 inhib: blocks human caspase-1 allosterically or competitively; AID 900; Caspase-1 enzyme, Ac-WEHD-AFC fluorogenic rate; P29466; Potency, µM (top dose mostly 57.5 µM), without a hit: at the highest dose activity change, negative = inhibition, hits mostly inhibitors; 0.03% of 75,000 active;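 also: potency is read from the fitted curve at half-maximal effect; plate controls were vehicle for no effect and no substrate for full effect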
HEK293 cAMP cs: counter-screen for TSHR agonists: cAMP increase in parental HEK293; 2.5% of 73,000 active; AID 938; Potency, µM (doses to about 57.1 µM), inactives show top-dose activation, most hits filed as activators; parental HEK293 CNG cAMP sensor, membrane potential fluorescence; also: potency is read from the fitted curve at half-maximal effect; % of control where 0% means no effect; nearly all actives have a fitted effect of over 55% in size
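Parental HEK 293 cells stably expressing a modified CNG channel (no TSHR) report cAMP rise as membrane depolarization. Membrane potential dye with 100 uM RO 20-1724 was loaded for 60 min at room temperature, then compound added for 30 min; fluorescence read at 590 nm.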
A350 autofl: A350 region autofluorescence; 11% of 59,000 active; max dye-equivalent concentration, M; AID 590; Compound autofluorescence, 340/450 nm, Alexa 350 dye-equivalents; active compounds read high; in the data active = max dye-equivalent concentration above about 10 nM; inconclusive = mostly about 1.1 nM to 9.6 nM
CRE Fsk mod: alters forskolin-stimulated CRE reporter signaling in CHO cells. CHO CRE-bla reporter (cAMP response element driving beta-lactamase), forskolin EC10, beta-lactamase ratio. Potency, µM (titrated, usually from 38.2 µM), for the others: at the top dose activity change, negative = inhibition, usual class: activators. 2.5% of 71,000 active; active = well fitted activation curve with a large enough effect in the signal ratio, with a control signal flat, not every such curve was filed as active; inconclusive = small, poorly fitted or top-dose-only effect, or effect the other way, or a change in a side signal; the % refers to the signal ratio; also: potency is read from the fitted curve at half-maximal effect; % of control where 0% means no effect
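AC50 values, positive or negative, reflect shifts in EC10 NKH 477-induced CRE-bla reporter activity in CHO cells. Incubation lasted 3 h at 37 °C before CCF4 substrate (2 h, room temperature) and ratiometric 460/530 nm reading.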
FLuc inh: inhibitors of firefly luciferase; P08659; purified firefly luciferase, luminescence, 8 min; Potency, µM (doses to about 57.1 µM), without a hit: at the top dose activity change, negative = inhibition, most hits filed as inhibitors; 2.2% of 72,000 active; AID 411; also: potency is read from the fitted curve at half-maximal effect; % is scaled to controls: 0 for no effect and ±100 for the full control effect; nearly all actives have a fitted effect of over 40% in size
Target sequence (P08659 whole entry, looked up): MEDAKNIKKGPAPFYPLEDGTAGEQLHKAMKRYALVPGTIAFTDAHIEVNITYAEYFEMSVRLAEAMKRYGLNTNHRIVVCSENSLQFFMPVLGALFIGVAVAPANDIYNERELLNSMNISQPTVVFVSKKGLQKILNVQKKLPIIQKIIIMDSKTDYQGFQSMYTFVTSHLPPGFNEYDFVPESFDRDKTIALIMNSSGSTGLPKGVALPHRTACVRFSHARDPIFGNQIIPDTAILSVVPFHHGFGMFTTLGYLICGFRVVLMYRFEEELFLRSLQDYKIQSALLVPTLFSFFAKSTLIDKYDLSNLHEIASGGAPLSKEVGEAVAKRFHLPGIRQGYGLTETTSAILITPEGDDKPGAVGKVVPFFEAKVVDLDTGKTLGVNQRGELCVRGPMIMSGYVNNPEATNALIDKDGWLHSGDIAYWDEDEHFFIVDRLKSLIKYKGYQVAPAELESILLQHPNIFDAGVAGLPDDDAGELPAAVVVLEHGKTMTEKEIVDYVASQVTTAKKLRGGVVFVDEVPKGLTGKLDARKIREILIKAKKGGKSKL
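Firefly luciferase (PKLight detection mix) with 10 uM ATP in pH 7.2 imidazole buffer (KCl, MgCl2, Tween 20, BSA). Compounds tested across a concentration series (qHTS). Luminescence read after 8 min at ambient temperature.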
Caspase-7 inhib: blocks human caspase-7 allosterically or competitively | Potency, µM (titrated, usually from 57.5 µM), for the others: at the top dose activity change, negative = inhibition, actives largely listed as inhibitors | P55210 | 0.02% of 75,000 active | recombinant caspase-7, Ac-DEVD-AFC fluorescence rate; active = well fitted inhibition curve with a large enough effect in the main read-out, with a control signal flat, not every such curve was filed as active; inconclusive = small, poorly fitted or top-dose-only effect, or a change in a side signal; also: potency is read from the fitted curve at half-maximal effect; % of control where 0% means no effect
Target sequence (P55210 24-198 limits assumed): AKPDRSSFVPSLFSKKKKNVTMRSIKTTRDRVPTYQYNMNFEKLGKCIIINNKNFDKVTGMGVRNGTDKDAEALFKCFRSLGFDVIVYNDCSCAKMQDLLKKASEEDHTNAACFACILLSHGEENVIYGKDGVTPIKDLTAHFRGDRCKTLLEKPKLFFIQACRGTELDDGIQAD
Target sequence (P55210 207-303 limits assumed): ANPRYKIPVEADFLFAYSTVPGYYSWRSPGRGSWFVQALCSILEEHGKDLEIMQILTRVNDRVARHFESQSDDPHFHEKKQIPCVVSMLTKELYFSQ
USP2a inhib: USP2a (human) protease inhibition | 0.1% of 60,000 active | Potency, µM (doses to about 38.3 µM), for inactives: at the top dose activity change, negative = inhibition, usual class: inhibitors | USP2a enzymatic assay, qHTS inhibition | O75604;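 also: potency is read from the fitted curve at half-maximal effect; nearly all actives have a fitted effect of over 60% in size; plate controls were DMSO for no effect and NEM full inhibition control for full effect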
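USP2 core (20 nM final) was preincubated with compound for 30 min at RT in 20 mM Tris-HCl pH 8.0, 2 mM CaCl2, 2 mM beta-mercaptoethanol; Ub-PLA2 (20 nM) plus NBD C6-HPC (20 uM) then added, fluorescence read after 2.5 h.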
Tau filament bind: binds recombinant human tau filaments; recombinant tau filaments, thioflavin S fluorescence, 15 h; filaments grown with octadecylsulfate alongside compound; 2% of 71,000 active; Potency, µM (highest dose often 57.1 µM), for the others: at the highest dose activity change, negative = inhibition; AID 596; P10636;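 also: potency is read from the fitted curve at half-maximal effect; % is scaled to controls: 0 for no effect and ±100 for the full control effect; actives lower thioflavin S fluorescence by blocking filaments or displacing dye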
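ThS-based fibril read: tau 1 uM final, inducer ODS 30 uM final, 37 C for 15 h, ex 450/em 510 nm.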
BRCT PPI green: BRCA1 BRCT-phosphoprotein interaction inhibition; 0.05% of 75,000 active; BRCA1 BRCT-phosphopeptide binding, green fluorescence polarization; Potency, µM (doses to about 76.9 µM), without a hit: at the top dose activity change, negative = inhibition, usual class: inhibitors; P38398;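 also: potency is read from the fitted curve at half-maximal effect; plate controls were peptide without protein for full effect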
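Compounds were incubated for 12 min at room temperature with a complex of 100 nM fluorescein-tagged pBACH1 decapeptide and 250 nM His-tagged BRCT protein. Buffer was phosphate pH 7.3 with EDTA, DTT and Tween 20. Disruption of binding lowers the polarization signal.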
The depositor's hits bear a star; [ ] = dose if it differs, or a comment. Unless noted, calls follow the shape of the dose curve; as a rule, active = well fitted curve in the direction sought with a large enough effect; inconclusive = small, poorly fitted or top-dose-only effect, or another doubt; inactive = no such curve, though single readings can be large; an effect the other way counts as inactive or inconclusive.

CN(Cc1ccccc1)c1nnc(N)s1 was read as BRCT PPI red 0.7%, ERK AVP inh -28%, Caspase-1 inhib -2%, HEK293 cAMP cs 1%, CRE Fsk mod -9%, FLuc inh 0%, Caspase-7 inhib -2%, Tau filament bind -11% and BRCT PPI green -1.2%.
Screening Cc1csc(NC(=O)CCN2C(=O)c3ccccc3S2(=O)=O)n1 returned BRCT PPI red -3.4%, ERK AVP inh -16%, Caspase-1 inhib 1%, HEK293 cAMP cs 25%, A350 autofl inactive, CRE Fsk mod 3%, FLuc inh 2%, Caspase-7 inhib 1%, USP2a inhib 1%, Tau filament bind -6% and BRCT PPI green -5.2%.
Screening CC(=O)Nc1sc(C)c(C)c1CN1CCN(S(=O)(=O)c2ccccc2)CC1 returned BRCT PPI red -1.0%, ERK AVP inh -23%, Caspase-1 inhib -1%, HEK293 cAMP cs 22%, A350 autofl 1e-08M*, CRE Fsk mod 8%, FLuc inh -2%, Caspase-7 inhib 2%, USP2a inhib 23%, Tau filament bind 7% and BRCT PPI green -1.6%.
Screening COC(=O)c1oc2ccc(Br)cc2c1NC(=O)CCN1CCOCC1 returned BRCT PPI red 0.0%, ERK AVP inh -27%, Caspase-1 inhib -1%, HEK293 cAMP cs inconclusive, A350 autofl inconclusive, CRE Fsk mod 6%, FLuc inh -1%, Caspase-7 inhib 2%, Tau filament bind 14% and BRCT PPI green 0.1%.
O=C(NCN1CCc2ccccc2C1)c1cnccn1 was read as BRCT PPI red -0.3%, ERK AVP inh -22%, Caspase-1 inhib 0%, HEK293 cAMP cs 3%, A350 autofl inactive, CRE Fsk mod -6%, FLuc inh 1%, Caspase-7 inhib 0%, USP2a inhib 3%, Tau filament bind -1% and BRCT PPI green -0.9%.
`O=C(c1cc(-c2ccc(O)cc2)on1)N1CCCc2ccccc21` gave BRCT PPI red -1.0%, ERK AVP inh -25%, Caspase-1 inhib -5%, HEK293 cAMP cs inconclusive, CRE Fsk mod 0%, FLuc inh -14%, Caspase-7 inhib -1%, Tau filament bind 5% and BRCT PPI green -1.5%.
O=C(CN(C1CCCCC1)S(=O)(=O)c1ccc(F)cc1)NCCCO was read as BRCT PPI red -1.1%, ERK AVP inh 38%, Caspase-1 inhib -3%, HEK293 cAMP cs 8%, CRE Fsk mod -1%, FLuc inh -1%, Caspase-7 inhib -2%, USP2a inhib -6%, Tau filament bind -5% and BRCT PPI green -0.5%.
O=C(c1coc2ccc(O)cc12)C1CC1 was read as BRCT PPI red 1.3%, ERK AVP inh -16%, Caspase-1 inhib -1%, HEK293 cAMP cs inconclusive, CRE Fsk mod 3%, FLuc inh -1%, Caspase-7 inhib -2%, USP2a inhib 7%, Tau filament bind -16% and BRCT PPI green -2.6%.
`Cc1cccc(N2C(=O)CC(Sc3nc(C)c4c(n3)CCCC4)C2=O)c1` (stereo unspecified) gave BRCT PPI red -0.4%, ERK AVP inh -13%, Caspase-1 inhib -4%, HEK293 cAMP cs 17%, A350 autofl inconclusive, CRE Fsk mod 9%, FLuc inh -5%, Caspase-7 inhib -2%, USP2a inhib 21%, Tau filament bind -6% and BRCT PPI green -0.3%.
Screening Nc1cc(-c2ccco2)no1 returned BRCT PPI red 0.1%, ERK AVP inh -11%, Caspase-1 inhib -3%, HEK293 cAMP cs 12%, A350 autofl inactive, CRE Fsk mod -3%, FLuc inh -19%, Caspase-7 inhib -1%, USP2a inhib -2%, Tau filament bind -2% and BRCT PPI green -0.3%.
CC(=O)Nc1ccc(S(=O)(=O)NC(CC(=O)NCCC2=CCCCC2)C(C)C)cc1 (stereo unspecified) was read as BRCT PPI red 0.0%, Caspase-1 inhib -5%, HEK293 cAMP cs -6%, Caspase-7 inhib 0% and BRCT PPI green -1.1%.
For C[C@H](NC(=O)NCCc1ccccc1)C(=O)O the results were BRCT PPI red -1.0%, ERK AVP inh -19%, Caspase-1 inhib -2%, HEK293 cAMP cs inconclusive, A350 autofl inactive, CRE Fsk mod 9%, FLuc inh -1%, Caspase-7 inhib 1%, USP2a inhib -3%, Tau filament bind 12% and BRCT PPI green -2.5%.

Continued (2 carried over from the part before).
CC(=O)Nc1ccc(S(=O)(=O)NC(CC(=O)NCCC2=CCCCC2)C(C)C)cc1 (stereo unspecified) was read as BRCT PPI red 0.0%, Caspase-1 inhib -5%, HEK293 cAMP cs -6%, Caspase-7 inhib 0% and BRCT PPI green -1.1%.
For C[C@H](NC(=O)NCCc1ccccc1)C(=O)O the results were BRCT PPI red -1.0%, ERK AVP inh -19%, Caspase-1 inhib -2%, HEK293 cAMP cs inconclusive, A350 autofl inactive, CRE Fsk mod 9%, FLuc inh -1%, Caspase-7 inhib 1%, USP2a inhib -3%, Tau filament bind 12% and BRCT PPI green -2.5%.
For Cn1c(=O)c2c(nc(CN3CCC(C(N)=O)CC3)n2Cc2c(F)cccc2Cl)n(C)c1=O the results were BRCT PPI red 0.4%, ERK AVP inh -1%, Caspase-1 inhib -9%, HEK293 cAMP cs -4%, A350 autofl inconclusive, CRE Fsk mod inconclusive, FLuc inh -1%, Caspase-7 inhib -1%, USP2a inhib 7%, Tau filament bind 1% and BRCT PPI green 1.0%.
`CCOC(=O)c1ccc(NC(=O)C2CCCO2)cc1` (stereo unspecified) gave BRCT PPI red -0.9%, ERK AVP inh -10%, Caspase-1 inhib -1%, HEK293 cAMP cs 12%, A350 autofl inactive, CRE Fsk mod 3%, FLuc inh -13%, Caspase-7 inhib 1%, USP2a inhib -1%, Tau filament bind -1% and BRCT PPI green 0.2%.
For CCOC(=O)N1CCN(C(=O)CSCC(=O)Nc2nc(-c3ccc(Cl)s3)cs2)CC1 the results were BRCT PPI red -1.7%, ERK AVP inh -9%, Caspase-1 inhib -5%, HEK293 cAMP cs inconclusive, A350 autofl inconclusive, CRE Fsk mod 6%, FLuc inh -3%, Caspase-7 inhib -1%, USP2a inhib 38%[activator], Tau filament bind 198% and BRCT PPI green 1.2%.
CCNc1ncc2nc(-c3cn(C)c4ccccc34)c(=O)n(C)c2n1 was read as BRCT PPI red 1.1%, ERK AVP inh -6%, Caspase-1 inhib inconclusive, HEK293 cAMP cs 6%, A350 autofl inconclusive, CRE Fsk mod inconclusive, FLuc inh -1%[11.4 µM], Caspase-7 inhib inconclusive, USP2a inhib 175%[activator], Tau filament bind 81% and BRCT PPI green -4.6%.
`Cc1ccc(C)c(-n2c(Cc3cc(=O)[nH]c(=O)[nH]3)nnc2SC(C)C)c1` gave BRCT PPI red 1.8%, ERK AVP inh 9%, Caspase-1 inhib -3%, HEK293 cAMP cs 6%, CRE Fsk mod -8%, FLuc inh 1%, Caspase-7 inhib -2%, Tau filament bind -11% and BRCT PPI green -2.0%.
`C/C(=N\O)C(C)/[N+]([O-])=C/c1nc(C)c(C)n1O` (stereo unspecified) gave BRCT PPI red 0.5%, ERK AVP inh 6%, Caspase-1 inhib 1%, HEK293 cAMP cs 1%, A350 autofl inactive, CRE Fsk mod 12%, FLuc inh 5%, Caspase-7 inhib 0%, USP2a inhib 10%, Tau filament bind 2% and BRCT PPI green -3.3%.
`CC(Oc1ccc(Br)cc1)C(=O)NCc1cccnc1` (stereo unspecified) gave BRCT PPI red 0.4%, Caspase-1 inhib -2%, HEK293 cAMP cs -6%, Caspase-7 inhib -2% and BRCT PPI green -0.7%.
CCC(=O)N(Cc1cc2c(C)ccc(C)c2[nH]c1=O)C1CCCCC1 was read as BRCT PPI red -0.4%, ERK AVP inh 8%, Caspase-1 inhib -2%, HEK293 cAMP cs 10%, A350 autofl inactive, CRE Fsk mod 18%, FLuc inh 2%, Caspase-7 inhib 2%, Tau filament bind 8% and BRCT PPI green 3.1%.
COC(=O)C1=NOC2(C=C(Br)C(OC)=C(Br)C2=O)C1 (stereo unspecified) was read as BRCT PPI red -1.8%[15.4 µM], ERK AVP inh -7%[11.5 µM], Caspase-1 inhib -3%[11.5 µM], HEK293 cAMP cs 4%[11.4 µM], Caspase-7 inhib -3%[11.5 µM] and BRCT PPI green -1.0%[15.4 µM].
For O=C(Nc1cccc(F)c1)N1CC2(CCN(S(=O)(=O)c3ccccc3)CC2)C1 the results were BRCT PPI red -0.9%, ERK AVP inh -5%, Caspase-1 inhib -4%, HEK293 cAMP cs 2%, A350 autofl inactive, CRE Fsk mod -9%, FLuc inh 1%[11.4 µM], Caspase-7 inhib 0%, USP2a inhib 95%[activator], Tau filament bind 6% and BRCT PPI green -1.6%.
Screening O=c1[nH]c2cc(Cl)ccc2n1-c1ccccc1 returned BRCT PPI red 1.4%, ERK AVP inh 6%, Caspase-1 inhib 1%, HEK293 cAMP cs -2%, A350 autofl inactive, CRE Fsk mod 13%, FLuc inh -2%, Caspase-7 inhib 0%, USP2a inhib -10%, Tau filament bind 11% and BRCT PPI green 2.2%.
